# Source: PubChem BioAssay (Icahn School of Medicine at Mount Sinai)
# RBX1-CUL1 inh: inhibitors of human ROC1-CUL1 ubiquitin ligase activity; P62877+Q13616; in vitro K48 di-Ub FRET, acceptor:donor ratio, 45 min; inhibition, % at 10 µM; hit rate 0.6% among 140,000; in the data active means inhibition above about 25%
# Target sequence (P62877 whole entry, looked up): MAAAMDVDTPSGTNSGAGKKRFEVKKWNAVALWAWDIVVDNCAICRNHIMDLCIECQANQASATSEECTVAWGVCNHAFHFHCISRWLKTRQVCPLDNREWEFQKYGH
# Target sequence (Q13616 whole entry, looked up): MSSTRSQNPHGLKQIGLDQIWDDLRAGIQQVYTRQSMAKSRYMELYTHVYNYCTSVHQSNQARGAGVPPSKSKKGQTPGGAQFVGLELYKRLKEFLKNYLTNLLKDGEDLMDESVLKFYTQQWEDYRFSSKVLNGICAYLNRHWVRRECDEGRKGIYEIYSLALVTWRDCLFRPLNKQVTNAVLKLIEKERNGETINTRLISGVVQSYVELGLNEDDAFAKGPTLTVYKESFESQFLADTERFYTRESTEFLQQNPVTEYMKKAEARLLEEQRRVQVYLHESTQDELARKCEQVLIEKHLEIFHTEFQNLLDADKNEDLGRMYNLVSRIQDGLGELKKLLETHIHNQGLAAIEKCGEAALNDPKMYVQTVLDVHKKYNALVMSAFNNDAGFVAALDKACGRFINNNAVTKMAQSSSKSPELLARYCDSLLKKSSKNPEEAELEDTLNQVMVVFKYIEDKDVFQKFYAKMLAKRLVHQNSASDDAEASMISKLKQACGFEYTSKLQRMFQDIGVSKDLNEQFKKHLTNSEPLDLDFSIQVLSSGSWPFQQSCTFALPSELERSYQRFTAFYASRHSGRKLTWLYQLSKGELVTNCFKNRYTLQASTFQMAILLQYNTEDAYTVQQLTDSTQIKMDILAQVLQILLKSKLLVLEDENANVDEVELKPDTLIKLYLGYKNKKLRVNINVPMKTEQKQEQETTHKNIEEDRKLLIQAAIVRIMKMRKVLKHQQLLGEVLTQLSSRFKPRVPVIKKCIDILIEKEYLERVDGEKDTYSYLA
# Active calls of the source: *. The list is partial; count on the stated rates, not on these rows.
Compound	RBX1-CUL1 inh
CC1=CSC2=NC(=O)/C(=C/c3cc(C)n(-c4cccc(F)c4)c3C)C(=N)N12	8
O=C1Nc2ccccc2/C1=N/N1CCN(c2ccccn2)CC1	-6
Cn1cc(-c2nc(C(Cl)Cl)nnc2-c2ccccc2)c2ccccc21	-1
COc1cc(OC)cc(C(=O)Nc2ccc(C)c(O)c2)c1	-12
Cc1cccc(C)c1NC(=O)CN1CCN(c2ccccc2)CC1	4
O=C(Cc1coc2ccc3ccccc3c12)N1CCc2ccccc2C1	8
Cc1ccc(-c2nc3cc(NC(=O)c4ccc(C)c5ccccc45)ccc3o2)cc1	-9
Cc1cc(C)n2nc(SCC(=O)Nc3ccccc3C)nc2n1	8
COc1ccc(OCC(=O)N2CCC(c3nc4ccccc4s3)CC2)cc1	-6
Cc1ccc(-c2nnc(-c3ccccc3F)nc2NCCCN(C)C)cc1	1
CN(CC(=O)NCc1ccc(Cl)cc1)C1CCCCC1	-5
O=C(Nc1ccc(C2(c3ccc(NC(=O)c4ccc(F)cc4)cc3)c3ccccc3C(=O)c3ccccc32)cc1)c1ccc(F)cc1	-5
CC(C)(C)OCC(O)CN1CCC(Cc2ccccc2)CC1 (stereo unspecified)	-1
CCc1ccc(-n2c(SCCOc3ccccc3)nc3sc4c(c3c2=O)CCCC4)cc1	-14
Cc1cc(Cl)ccc1N(CC(=O)N/N=C/c1ccc(OC2CSC2)cc1)S(C)(=O)=O	-1
COCCCN1C(=O)CC(CC(=O)N2CCC(c3ccccc3Cl)C2)(c2ccccc2OC)C1=O (stereo unspecified)	10
Cc1ccc(S(=O)(=O)N2CCCc3cc(NC(=O)c4cccc(Cl)c4)ccc32)cc1	-2
O=C(Nc1ccc(Br)cc1Br)C1CC(=O)N(c2ccc(Cl)cc2)C1 (stereo unspecified)	-4
COc1ccc(C)cc1NC(=O)C(=S)NCc1ccco1	4
O=C(COc1ccc2ccccc2c1)NCC(=O)N/N=C/c1ccc(-c2ccc(Cl)c(Cl)c2)o1	-5
N/C(=N\c1nc(-c2ccccc2)cc(=O)[nH]1)Nc1cccc(Cl)c1	-7
Cc1cc(NCCC(=O)c2ccccc2)no1	-6
CCOC(=O)c1cc(OC(=O)c2cc(OC)c(OC)c(OC)c2)n(-c2ccccc2)n1	2
COc1cc(NC(=O)COc2ccc(Cl)c(C)c2)ccc1NC(=O)c1cc2ccccc2o1	-8
CCCC(=NCc1ccccc1)C1C(=O)CC(C)(C)C(C(=O)OC)C1=O (stereo unspecified)	0
O=C(NCCN1CCOCC1)c1ccc(N2CCC(N3CCCC(c4ccccc4)CC3)CC2)cc1 (stereo unspecified)	10
Cc1cccc(-c2noc(COc3cc(C)ccc3C)n2)c1	-11
CC(C)Cn1c(-c2ccc(S(=O)(=O)N3CCCC3)cc2)csc1=Nc1ccccc1	9
COc1ccc(NC(=O)c2cc(C(C)=O)n3ccccc23)cc1	2
CC(=O)/C(Cl)=N/Nc1ccc(C)cc1	-10
O=C(Cn1c(=O)n(-c2ccc(Cl)cc2)c(=O)c2sc3ccccc3c21)NC1CCCC1	-3
NC(=S)CC(=O)N1CCN(c2ccccc2)CC1	3
C=CCn1c(=O)c2c(nc3n(Cc4ccco4)c(C)c(C)n23)n(C)c1=O	5
O=C1CC(=Nc2ccc(Cl)cc2)CN1	-6
Cc1ccc(C2CC(=O)c3ccccc3C2)cc1 (stereo unspecified)	-3
O=C(c1ccco1)N1CCN(S(=O)(=O)c2ccc(Br)cc2)CC1	5
Cn1cc2c(n1)N=C(c1ccccc1)NNC2=O	-1
O=c1c2ccccc2nc(-c2ccccc2F)n1Nc1ccccc1	1
Cc1sc(NC(=O)c2cc(Cl)cc(Cl)c2)c(C(N)=O)c1C	2
CCOc1cc(/C=c2/sc3n(c2=O)C(c2cccs2)C2=C(N=3)c3ccccc3CC2)ccc1O (stereo unspecified)	9
COc1ccc(CCNC(=O)CCCn2c(=O)c3cccn3c3ccc(F)cc32)cc1OC	3
O=C(CC1=CCCCC1)N1CCc2[nH]nc(-c3ccccc3F)c2C1	-11
COc1cccc(CN=C(C)C2N=C(c3ccc(Cl)cc3)OC2=O)c1 (stereo unspecified)	-6
CCn1cc(C(=O)NCCc2ccc(OC)c(OC)c2)c(=O)c2cc(S(=O)(=O)N(C)C3CCCCC3)ccc21	1
CCOC(=O)C1CCCN(C(=O)Cn2ncc3c(C)n(Cc4ccccc4Cl)c(C)c3c2=O)C1 (stereo unspecified)	3
CSc1nc2nc(C)c(Cc3cccc4ccccc34)c(=O)n2[nH]1	0
CC(C)(C)C(=O)Nc1ccc(C(=O)NNC(=O)c2ccc(Cl)cc2Cl)cc1	-3
COc1cc(/C=N\NC(=O)CN2CCn3c4c(c5cc(C)ccc53)CCCC42)cc(OC)c1OC (stereo unspecified)	-3
O=C(NCc1cccnc1Oc1cccc(C(F)(F)F)c1)c1cn[nH]c1	2
COc1ccccc1CNC(C)(C)CO	-3
COc1cccc(N2C(=O)CN(Cc3cnn(-c4ccccc4)c3)CC2C)c1 (stereo unspecified)	-1
C1=CC=C2C=C(/C=C/c3ccc4ccccc4c3)C=CC(=C1)C2	1
CCc1ccc(C(=O)COC(=O)C(Cc2c[nH]c3ccccc23)NC(=O)c2ccc(Br)cc2)cc1 (stereo unspecified)	2
CCOC(=O)C1=C(C)N=c2s/c(=C\c3ccc(O)c(OCC)c3)c(=O)n2C1c1ccc(OC)c(OC)c1 (stereo unspecified)	6
C=C(C)CC(Nc1ccccc1C)c1ccco1 (stereo unspecified)	-3
Cc1cc(C)c2c(n1)nn1c(C)c(CCC(=O)Nc3ccc(C)c(Cl)c3)c(C)nc21	10
O=C1Nc2ccccc2C1=Nc1ccccc1Cl	2
CCCCn1c(SCC(=O)c2ccc(Cl)cc2)nc2sc3c(c2c1=O)CCCC3	-5
CC(C)c1cccc(C(C)C)c1N1Cc2ccccc2C1=O	-2
CCc1ccc(OCC(=O)NCc2nc(-c3cccc(C)c3)no2)c(Br)c1	1

# Additional structures follow:
Compound	RBX1-CUL1 inh
COc1ccc(CC2(Cc3ccc(OC)cc3)C=C(C)OC2=O)cc1	17
CCC(=O)NC(Nc1ncccn1)(C(F)(F)F)C(F)(F)F	-6
Cc1cccc(N2C(=O)C=C(c3ccc(Cl)cc3)C2=O)c1	2
COCCCN1C(=O)C(CC(=O)Nc2ccc(Cl)cc2)SC1=NS(=O)(=O)c1ccccc1 (stereo unspecified)	2
COc1ccccc1NC(=O)CSc1nc(-c2ccccc2F)nc2cc(=O)[nH]n12	-1
Cc1ccc(OCCCCCN2CCCC2)cc1	3
CC1CCCN(S(=O)(=O)c2ccc(NC(=O)c3ccncc3)cc2)C1 (stereo unspecified)	5
Cc1cccc(CN2CCC(CNc3ncnc4onc(-c5ccc(Cl)cc5)c34)CC2)c1	-5
O=C(CCc1nc(-c2ccccc2F)no1)Nc1cccc(C(F)(F)F)c1	10
Clc1ccc(-c2ccc(-c3nn4c(-c5ccco5)nnc4s3)o2)cc1	-19
CS(=O)(=O)N(CC(=O)Nc1cc(Cl)c(Cl)cc1Cl)Cc1ccccc1	16
CCOC(=O)N1CCC(NC(=O)CN2Cc3ccccc3OC(c3ccccc3OC)C2)CC1 (stereo unspecified)	-1
O=C(NCC(O)c1cccnc1)Nc1nnc(CCc2ccccc2)s1 (stereo unspecified)	6
CN1CCN(CNC(=O)c2cnccn2)CC1	8
O=C(CSc1nc2c(c(=O)[nH]1)CCC2)Nc1ccccc1C(F)(F)F	2
Cc1cc([N+](=O)[O-])sc1-c1ccccc1	8
Cc1cc(NC(=O)C2CCCN(S(=O)(=O)c3ccc(Br)s3)C2)ccc1Br (stereo unspecified)	1
CCC1CCc2c(sc(N)c2C#N)C1 (stereo unspecified)	-8
CCOc1cc(C)c(Cl)cc1S(=O)(=O)NCc1cccnc1	3
C=CCn1c(C)csc1=Nc1ccc(C(=O)O)cc1	-6
N#Cc1c(Cl)nc(-c2ccccc2)c2c1CCCC2	3
CC(=O)Nc1nonc1-c1nnc(SCC(=O)Nc2ccc(F)cc2F)n1-c1ccccc1	-10
Cc1ccccc1OCC(=O)Nc1ccc(-c2nc3ccccc3o2)cc1	14
CN(C)NC(=S)Nc1ccc(Cl)cc1	5
CCOc1cc(S(=O)(=O)N2CCCCC2C)c(OCC)cc1C (stereo unspecified)	8
COc1cc(CN2CCC3(CC2)CC3C(=O)N2CCCN(C)CC2)cc(OC)c1 (stereo unspecified)	6
CCOC(=O)c1c(-c2ccc(Cl)cc2Cl)csc1N	1
CCOc1ccc(CNC(=O)CCCn2nc(C)c3c(C)n(-c4ccc(C)cc4)nc3c2=O)cc1	-2
CCCn1c(=O)c2c(nc3n2CC(C(C)(C)C)=NN3C)n(C)c1=O	4
CCOc1ccc(N(CC(=O)Nc2ccc3ccccc3c2)S(=O)(=O)c2ccc(SC)cc2)cc1	-2
Cn1ccnc1CN1CCN(C(=O)C2CCN(c3ccccc3)C2=O)CC1 (stereo unspecified)	9
CCCNC(=O)c1nn2c(C(F)(F)F)cc(-c3ccc(Br)cc3)nc2c1Cl	6
O=C(CCC1CCN(C(=O)CCn2cnnn2)CC1)NCc1cccc(C(F)(F)F)c1	1
COc1ccc(OC)c(/C=N/NC(=O)c2cc3ccccc3o2)c1	9
Cc1ccc(O)c(N=C2C(=O)N(c3ccc(Cl)c(Cl)c3)C(=O)C2Cl)c1 (stereo unspecified)	-3
CCCCc1nnc2sc(-c3cccc(F)c3)nn12	-5
Cc1ccc(C)c(CN2CCC(CNC(=O)Cn3ncc4c([nH]c5ccccc54)c3=O)CC2)c1	-5
Cc1ccccc1-c1nnc(-c2cccc(NC(=O)Cc3ccc(Cl)cc3)c2)o1	4
CCCCSc1nc(-c2ccccc2)cc(=O)[nH]1	-3
COC(=O)CCC/C=C1\SC[C@@H](NC(=O)c2ccccc2)C1NC(C)=O (stereo partly specified)	-3
O=C(CSc1nnc(COc2ccc(Cl)cc2)o1)Nc1ccc([N+](=O)[O-])cc1	-1
COc1ccc(CN2CCN(Cc3cnc(SC)nc3)CC2CCO)c(C)c1C (stereo unspecified)	-5
COc1ccc(-c2cnc(C)o2)cc1S(=O)(=O)Nc1ccc(OC(F)(F)F)cc1	-1
CCCCOc1ccc(/C=C2\SC(=O)NC2=O)cc1OCC	2
CCc1ccc(N2C(=O)CC(N(Cc3ccc(OC)cc3)C(=O)c3cccc(F)c3)C2=O)cc1 (stereo unspecified)	-3

# Among those listed so far, two have a nitro group on carbon.
Compound	RBX1-CUL1 inh
Cc1cc([N+](=O)[O-])sc1-c1ccccc1	8
O=C(CSc1nnc(COc2ccc(Cl)cc2)o1)Nc1ccc([N+](=O)[O-])cc1	-1

# The results go on.
Compound	RBX1-CUL1 inh
COc1ccc(NC(=O)C2CCC(CNS(=O)(=O)c3ccc4c(c3)C(C)(C)C(=O)N4C)CC2)cc1 (stereo unspecified)	11
COc1ccc(C(CC(=O)Nc2ccc(OC)c(OC)c2)N2Cc3ccccc3C2=O)cc1 (stereo unspecified)	-1
CCOC(=O)c1c(NC(C)=O)c2c3c(sc2n1Cc1c(C)cc(C)cc1C)CCCC3	-8
CCOC(=O)c1c(C)oc2nc(C)nc(N3CCN(c4ccc(OC)cc4)CC3)c12	6
CCCCc1ccc2[nH]c(C)c(CN3CCOCC3)c(=O)c2c1	11
COc1ccc(Nc2c(-c3ccc(C)o3)nc3cc(C)ccn23)cc1	0
CCCOc1ccc(CNC(=O)CCSc2nc(N)c3c4c(sc3n2)COC(C)(C)C4)cc1	7
CC(C(=O)Nc1ccc(F)cc1F)N1CCN(c2ccccc2)CC1 (stereo unspecified)	5
CC1CCCN(C(=O)C2CCN(C(=O)c3ccc(Cl)cc3)CC2)C1 (stereo unspecified)	6
CCOc1ccc(CCNC(=O)CS(=O)Cc2nc(-c3ccc(C)cc3)oc2C)cc1OCC (stereo unspecified)	5
COc1ccc(-c2cc(-c3ccc(C)cc3)nc3sc(C(=O)Nc4ccc(F)cc4)c(N)c23)cc1	-2
CC(C)CCNC(=O)CSc1c2c(nc3ccc(Cl)cc13)CCCC2	12
COc1ccccc1C1CC(c2ccc(C)cc2)=NN1C(C)=O (stereo unspecified)	0
Cc1ccc(Cl)cc1NC(=O)CN1C(=O)c2cccc3cccc1c23	3
COc1ccc(NC(=O)c2c(NCc3cccs3)sc3c2CCCCC3)c(OC)c1	13

# Part of the list above in order of molar mass, largest number first.
Compound	RBX1-CUL1 inh
CCOc1ccc(CCNC(=O)CS(=O)Cc2nc(-c3ccc(C)cc3)oc2C)cc1OCC (stereo unspecified)	5
CC1CCCN(C(=O)C2CCN(C(=O)c3ccc(Cl)cc3)CC2)C1 (stereo unspecified)	6
CC(C(=O)Nc1ccc(F)cc1F)N1CCN(c2ccccc2)CC1 (stereo unspecified)	5
COc1ccccc1C1CC(c2ccc(C)cc2)=NN1C(C)=O (stereo unspecified)	0

# Following part
Compound	RBX1-CUL1 inh
Cc1cc(NS(=O)(=O)c2ccc(NC(=O)CCCOc3ccc(Cl)cc3)cc2)nc(C)n1	13
CCN1C(C(=O)c2ccccc2)=C(OC(=O)COc2ccccc2)c2ccccc2S1(=O)=O	-3
Cc1ccc2c(Cl)c(C(=O)Nc3ccc(Cl)cn3)sc2c1	3
O=C(NCc1nc(-c2ccncc2)n[nH]1)c1ccc(C2CCCN2)s1 (stereo unspecified)	4
Cn1nccc1CNC(=O)c1ccnn1C	2
O=S(=O)(NCc1ccccc1)c1ccc(-c2cnc(C3CC3)o2)cc1	-7
CN(Cc1cccs1)C(=O)c1cc(NC(=O)CC2CCCC2)cc2nc(C3CCCO3)n(C)c12 (stereo unspecified)	8
O=C(NNC(=O)c1ccc(NC(=O)C2CCCCC2)cc1)Nc1ccc(Cl)cc1	-5
